proKLK7 act = proKLK7 (human) activation, primary screen | hit rate 0.9% among 370,000 | P49862 | activation, % at 7 µM | purified proKLK7, EDANS-DABCYL substrate fluorescence; 100% is mature enzyme control, 0% vehicle;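 active = activation above the mean of all tested compounds plus 3 SD, computed per campaign excluding outliers beyond control limits, cut at about 13% in these data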
NPR2 activator = GC-B (human) receptor activation; AID 1920062; activation, % at 10 µM; hit rate 0.11% among 370,000; HEK293-GC-B cells, CNP EC30, cGMP TR-FRET; 0% at EC30 CNP, 100% saturating CNP;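 active = activation at 10 µM reaching about 35% in either raw or pattern-adjusted values, limit read from the data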
ADAM10 inh = inhibitors of human ADAM10. AID 720582. inhibition, % at 7 µM. O14672. hit rate 0.62% among 370,000. recombinant ADAM10, EDANS/DABCYL FRET peptide cleavage, 3 h;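 active = inhibition above a per-campaign cutoff equal to the mean of compounds falling between control-based bounds plus 3 SD, cut at about 20% in these data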;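 note: 0% = DMSO wells while the 100% control is not disclosed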
Target sequence (O14672 214-748 limits assumed): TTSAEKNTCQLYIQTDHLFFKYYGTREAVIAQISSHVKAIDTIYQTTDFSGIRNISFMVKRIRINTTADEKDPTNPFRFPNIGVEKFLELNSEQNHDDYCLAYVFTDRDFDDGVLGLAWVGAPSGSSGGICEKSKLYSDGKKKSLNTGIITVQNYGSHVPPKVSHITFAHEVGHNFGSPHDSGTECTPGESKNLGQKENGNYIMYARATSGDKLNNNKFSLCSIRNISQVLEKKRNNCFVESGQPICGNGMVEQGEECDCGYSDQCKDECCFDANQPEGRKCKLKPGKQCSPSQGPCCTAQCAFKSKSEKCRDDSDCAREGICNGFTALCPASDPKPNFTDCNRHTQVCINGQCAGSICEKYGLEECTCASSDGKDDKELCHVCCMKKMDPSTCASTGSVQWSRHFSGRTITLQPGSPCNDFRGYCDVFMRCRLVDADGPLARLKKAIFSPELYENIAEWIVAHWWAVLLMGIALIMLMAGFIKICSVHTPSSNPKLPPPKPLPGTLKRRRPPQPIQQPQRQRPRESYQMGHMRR
DDE Tn6 FP inh = DD(E)-Tn6 binding inhibition, primary FP screen | P02675 | Fibrin DD(E) TRITC-Tn6 fluorescence polarization displacement | inhibition, % at 8.3 µM | hit rate 0.21% among 370,000 | AID 720509;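 active = inhibition above a per-campaign cutoff: mean of compounds within control limits plus 3 SD, cut at about 15% in these data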;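 note: 0% = median of all compound wells on the plate and 100% = blocking peptide control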
ARFGAP1 inh = inhibitors of rat ARFGAP1 | Arfgap1-stimulated ARF1 GTP hydrolysis, GDP FP detection | inhibition, % at 16.5 µM | hit rate 0.26% among 360,000;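 active = inhibition above a per-plate limit, mean inhibition of low control wells plus 3 SD, cut at about 25% in these data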;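 note: 0% = DMSO wells with enzyme and 100% = wells lacking Arfgap1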
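material = rat Arfgap1 catalytic domain, aa 1-136 | also added = human ARF1(Δ1-17)-GTP substrate | compound dosing = one concentration, 16.5 µM, DMSO 1.26% | times = GTP hydrolysis reaction 2 h at 25 °C | measured by = FP, GDP Alexa 633 tracer displaced from anti-GDP antibody, 620/688 nm | evaluation = percent inhibition of Arfgap1-stimulated GTP hydrolysis | replication = single well per compound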
FXN GAA850 act = frataxin GAA850 promoter activation; HEK293 lucGAA850 FXN promoter luciferase reporter, 24 h; percent of 10 µM SAHA response; activation, % at 6 µM; hit rate 0.56% among 360,000; AID 540364;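 active = activation above the average of all compounds screened plus 3 SD, cutoff fixed separately per campaign, cut at about 7.5% in these data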;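 note: 0% = DMSO wells and 100% = 10 µM SAHA wells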
NPR1 activator = GC-A (human) enzyme activation; P16066; HEK293 GC-A cells, cGMP TR-FRET, EC30 ANP; 0% at EC30 ANP, 100% saturating ANP; activation, % at 10 µM; hit rate 0.14% among 370,000; in the data active = activation above about 40%
rCAG RNA binder = binds r(CAG) RNA repeats; hit rate 1.3% among 370,000; r(CAG) RNA repeat, TO-PRO-1 dye displacement fluorescence; inhibition, % at 3 µM;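 active = inhibition above the plate cutoff, the mean of all test compounds on that plate plus 3 SD, cut at about 35% in these data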;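 note: 0% = DMSO alone and 100% = 100 µM mitoxantrone as full dye displacement; higher means more dye released from RNA so lower well fluorescence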
sPLA2-III inh = Inhibits HGIII-sPLA2 liposome hydrolysis, primary screen; inhibition, % at 12.2 µM; AID 743126; Q9NZ20; hit rate 0.56% among 370,000; QFRET BODIPY PC-A2 liposome hydrolysis, fluorescence;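 active = inhibition above mean plus 3 SD of compounds lying within the high and low control bounds, cut at about 19% in these data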;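 note: 0% = median of test compound wells and 100% = no enzyme DMSO wells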
Target sequence (Q9NZ20 whole entry, looked up): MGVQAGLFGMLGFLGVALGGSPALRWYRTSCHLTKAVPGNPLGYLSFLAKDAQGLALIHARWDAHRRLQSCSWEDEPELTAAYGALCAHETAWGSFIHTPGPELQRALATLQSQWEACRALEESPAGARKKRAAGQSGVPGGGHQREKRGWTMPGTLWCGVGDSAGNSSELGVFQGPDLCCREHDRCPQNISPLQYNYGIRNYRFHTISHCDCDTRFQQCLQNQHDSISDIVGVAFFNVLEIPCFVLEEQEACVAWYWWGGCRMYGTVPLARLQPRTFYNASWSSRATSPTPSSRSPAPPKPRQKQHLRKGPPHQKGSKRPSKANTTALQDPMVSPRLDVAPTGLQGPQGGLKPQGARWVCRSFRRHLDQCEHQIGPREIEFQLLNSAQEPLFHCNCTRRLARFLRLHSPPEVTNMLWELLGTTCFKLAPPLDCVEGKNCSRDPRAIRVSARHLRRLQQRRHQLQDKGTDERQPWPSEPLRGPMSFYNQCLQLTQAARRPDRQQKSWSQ
ASAP1 inh = blocks human ASAP1-stimulated Arf1 GTP hydrolysis | inhibition, % at 16.5 µM | Q9ULH1 | GDP FP detection | hit rate 0.19% among 360,000; in the data active = inhibition above about 25%;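 note: 0% = vehicle with enzyme and substrate and 100% = no enzyme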
Numbers without * were called inactive; x = no result given.

SMILES	proKLK7 act	NPR2 activator	ADAM10 inh	DDE Tn6 FP inh	ARFGAP1 inh	FXN GAA850 act	NPR1 activator	rCAG RNA binder	sPLA2-III inh	ASAP1 inh
CCCCc1ccc(S(=O)(=O)NC(=O)C2(C)CCN2C(=O)c2ccccc2)cc1 (stereo not drawn)	0.0	-2	-5	-2	4	0.5	1	32	-5	-2
COc1ccc(CCNC(=O)C2CCN(S(C)(=O)=O)CC2)cc1OC	-0.1	2	-4	6	-3	1.1	1	-1	5	5
CN(C)c1ccc(C2CC(=O)OC3=C2C(=O)CC(C)(C)C3)cc1 (stereo not drawn)	-0.2	-3	-2	2	1	1.8	2	3	0	-5
CN1C(=O)/C(=N\OC(=O)c2cccc3ccccc23)c2ccccc21	-0.7	-4	-4	-2	2	5.3	0	8	-21	-7
Cc1cc(C(=O)OCC(=O)NC2CC2)c2ccccc2n1	-0.5	0	-22	-1	2	0.9	-1	0	1	13
O=C(/C=C/c1ccccc1)NCC(=O)N/N=C\c1cccnc1	-0.1	-8	4	5	4	3.1	1	3	0	-8
Oc1ccccc1C1=Nc2ccccc2N=C(c2ccco2)C1	-286	4	-77	7	-2	0.2	-6	9	-7	10
CC(=O)c1cc(F)c(N2CCN(C(=O)Cc3ccccc3)CC2)cc1C	-0.2	-5	4	-3	5	2.1	-1	-8	-1	18
CC1(C#CC[N+]2(C)CCCCC2)CCC2C(O1)c1ccccc1OC2(C)C (stereo not drawn)	0.2	-4	2	-5	5	-0.2	-1	-2	-2	-1
CCn1c2ccccc2c2cc(NC(=O)CNCc3ccccc3OC)ccc21	-1.4	-3	-6	-2	15	-6.2	-8	8	-1	5
Cc1ccc2c(C)c(C(=O)Nc3c(C)n(C)n(-c4ccccc4)c3=O)oc2c1	-0.4	8	5	-6	5	-1.2	2	1	5	-11
CCOc1ccc(-c2c(C(=O)N/N=C/c3ccoc3)nnn2-c2nonc2N)cc1	-1.5	8	-2	-1	20	0.6	-2	6	-12	6
COc1ccccc1NC(=O)C1Cc2ccccc2CN1C(=O)c1ccco1 (stereo not drawn)	-0.8	-4	-4	0	4	-0.9	-5	3	2	-5
CN(C(=O)Cn1c(=O)oc2ccccc21)C1CCCCC1	-0.3	2	-4	-2	11	3.5	1	-1	1	8
O=C(/C=C/c1ccc(F)cc1)NC(Cc1c[nH]c2ccccc12)C(=O)O (stereo not drawn)	0.5	9	7	-2	1	1.0	1	-1	-12	2
NS(=O)(=O)c1cccc(NC(=O)CCS(=O)(=O)c2ccc(Cl)cc2)c1	0.3	3	5	-3	-4	-1.4	7	-2	5	1
Cc1ccc(NS(=O)(=O)c2ccc(-c3ccc(=O)[nH]n3)o2)cc1N(C)C	-0.5	-9	1	1	-14	1.0	-1	3	0	-6
CC(C)(Sc1cc(C(C)(C)C)c(O)c(C(C)(C)C)c1)Sc1cc(C(C)(C)C)c(O)c(C(C)(C)C)c1	0.3	2	-3	-12	-2	-5.5	3	1	-5	5
Cc1cc(=O)oc2cc(OC(C)C(=O)N3CCCc4ccccc43)ccc12 (stereo not drawn)	-0.8	6	-47	2	1	3.3	0	-5	-2	0
N#Cc1cc(-c2ccccc2)oc1/N=C/c1ccccc1O	-0.1	-5	-152	-6	-4	-0.5	10	-2	7	-8

A draw from above in order of molecular weight, lowest first:
SMILES	proKLK7 act	NPR2 activator	ADAM10 inh	DDE Tn6 FP inh	ARFGAP1 inh	FXN GAA850 act	NPR1 activator	rCAG RNA binder	sPLA2-III inh	ASAP1 inh
N#Cc1cc(-c2ccccc2)oc1/N=C/c1ccccc1O	-0.1	-5	-152	-6	-4	-0.5	10	-2	7	-8
Oc1ccccc1C1=Nc2ccccc2N=C(c2ccco2)C1	-286	4	-77	7	-2	0.2	-6	9	-7	10
O=C(/C=C/c1ccc(F)cc1)NC(Cc1c[nH]c2ccccc12)C(=O)O (stereo not drawn)	0.5	9	7	-2	1	1.0	1	-1	-12	2
CC(=O)c1cc(F)c(N2CCN(C(=O)Cc3ccccc3)CC2)cc1C	-0.2	-5	4	-3	5	2.1	-1	-8	-1	18
CC1(C#CC[N+]2(C)CCCCC2)CCC2C(O1)c1ccccc1OC2(C)C (stereo not drawn)	0.2	-4	2	-5	5	-0.2	-1	-2	-2	-1
Cc1ccc(NS(=O)(=O)c2ccc(-c3ccc(=O)[nH]n3)o2)cc1N(C)C	-0.5	-9	1	1	-14	1.0	-1	3	0	-6
Cc1ccc2c(C)c(C(=O)Nc3c(C)n(C)n(-c4ccccc4)c3=O)oc2c1	-0.4	8	5	-6	5	-1.2	2	1	5	-11
COc1ccccc1NC(=O)C1Cc2ccccc2CN1C(=O)c1ccco1 (stereo not drawn)	-0.8	-4	-4	0	4	-0.9	-5	3	2	-5
CCn1c2ccccc2c2cc(NC(=O)CNCc3ccccc3OC)ccc21	-1.4	-3	-6	-2	15	-6.2	-8	8	-1	5
CCOc1ccc(-c2c(C(=O)N/N=C/c3ccoc3)nnn2-c2nonc2N)cc1	-1.5	8	-2	-1	20	0.6	-2	6	-12	6
CC(C)(Sc1cc(C(C)(C)C)c(O)c(C(C)(C)C)c1)Sc1cc(C(C)(C)C)c(O)c(C(C)(C)C)c1	0.3	2	-3	-12	-2	-5.5	3	1	-5	5

The results go on:
SMILES	proKLK7 act	NPR2 activator	ADAM10 inh	DDE Tn6 FP inh	ARFGAP1 inh	FXN GAA850 act	NPR1 activator	rCAG RNA binder	sPLA2-III inh	ASAP1 inh
COc1ccc(-c2noc(-c3ccccc3Cl)n2)cc1OC	-0.4	-3	-6	-3	-3	8.6*	7	-3	-3	4
CCCc1nc2c([nH]1)c(=O)n(C)c(=O)n2C	-0.4	-1	-6	-5	-12	0.3	2	-1	13	-10
CN(Cc1ccccc1)C(=O)OCc1cn(Cc2ccccc2)nn1	0.1	2	0	-3	x	x	1	-2	-2	x
COc1ccccc1-c1cn[nH]c1-c1ccc(OCc2ccc([N+](=O)[O-])cc2)cc1O	-0.6	-6	-6	4	10	-1.3	-5	10	6	-6
CCc1ccc(/C=C2\SC(=S)N(CCCC(=O)NC3=NCCS3)C2=O)cc1	-0.7	-1	1	10	-20	-14	-3	3	-2	-5
Cc1ccc2nc(-c3ccc(Cl)cc3)c(Cc3ccccn3)n2c1	0.2	11	-91	-2	8	x	12	7	8	-5
Cn1c(CO)cnc1SCc1ccc(Cl)cc1	-0.4	4	4	-10	-4	2.0	-1	3	13	10
O=C(Cn1nc(-c2ccccc2)ccc1=O)NCC1COCCO1 (stereo not drawn)	-0.2	4	9	3	-3	1.0	1	4	5	2
O=C(NC1CCCCC1)C(Cc1ccccc1)NS(=O)(=O)c1cccs1 (stereo not drawn)	0.3	-4	4	2	4	1.7	-6	0	-1	0
CC(=O)NNc1nc(-c2ccccc2)cs1	-1.3	3	-8	5	8	1.2	3	11	4	12
CC(C)c1ccccc1NC(=O)CSc1n[nH]c(=O)n1C1CC1	0.5	-11	-9	-7	3	-0.6	1	4	7	-13
Cc1nnc(SCC(=O)NNC(=O)c2ccccc2)n1Cc1ccccc1	0.4	2	-8	-1	-14	0.0	4	-1	-9	-1
Cc1ccccc1C(=O)c1cccn1CC(=O)NC(C)c1ccccc1 (stereo not drawn)	-0.2	1	9	-1	18	-1.5	0	-2	-9	0
CSCCC(NC(N)=O)C(=O)NCC1CCCCC1 (stereo not drawn)	-0.5	3	-7	1	2	0.3	2	-3	7	-5
c1ccc(N2CCN(c3nc(-c4cccs4)nc4ccccc34)CC2)cc1	-22	3	-43	-6	13	2.3	3	8	-10	10
O=C(Nc1cccc(Br)c1)Oc1cccc2cccnc12	0.4	-2	-8	0	2	x	-5	2	10	-6
CCOc1ccc(C(=O)Nc2nncs2)cc1OCC	0.1	2	-3	-5	17	0.8	2	1	22*	9
O=C(CCN1C(=O)c2ccccc2S1(=O)=O)N1CCN(c2cccc(Cl)c2)CC1	0.6	-2	1	-2	-2	0.7	-9	-4	-2	2
CC(C)(C)NC(=O)CN(C(=O)CS(=O)CC(=O)Nc1ccc(F)cc1)c1ccc(F)c(Cl)c1 (stereo not drawn)	0.2	2	-1	5	1	-1.7	-3	1	-1	-9
COc1ccc(NC(=O)CN(C)C(=O)CNC(=O)c2sc3ccccc3c2Cl)cc1	-0.3	7	-6	-1	19	0.7	-2	5	10	14
CC(C)(C)NC(=S)N/N=C/c1cccnc1	-0.2	11	-1	0	-7	0.5	3	-2	0	4
CC(C)N(Cc1ccccc1)C(=O)COC(=O)c1ccc(S(=O)(=O)N2CCOCC2)cc1	-0.1	4	-1	2	5	-1.6	-1	0	0	5
CCN(CC)c1ccc(NC(=O)Nc2ccccc2C(F)(F)F)cc1	-0.1	-4	-1	-5	-2	2.4	3	1	7	-15
N#CC(C#N)=C1CCCc2sccc21	1.5	-1	-196	-2	2	2.4	0	6	-16	7
COc1ccc2[nH]c(=O)c(CN(Cc3nnnn3Cc3ccccc3)CC3CCCO3)cc2c1 (stereo not drawn)	1.4	-5	-123	-4	-1	4.0	-9	-5	-11	-18
CS(=O)(=O)N(CC(=O)NC1CCCCC1)Cc1ccc(Cl)cc1	0.7	-4	-6	1	10	1.7	-2	-2	-1	5
CC(=O)c1ccc(NC(=O)COC(=O)C2CCN(S(=O)(=O)c3cccs3)CC2)cc1	0.7	1	85*	-1	-3	-1.1	-2	4	-4	-15
Cc1c(CNCCc2ccccc2)c(C(=O)O)c(C)n1-c1ccccc1	-0.7	-3	0	0	0	-0.8	-2	4	-5	-8
O=c1[nH]c(=O)c2ccccc2o1	0.8	-2	-30	-3	5	x	1	4	17	-3
CC1(C)Cc2c(c(N3CCOCC3)nc3sc(C(=O)Nc4ccccc4)c(N)c23)CO1	-2.2	4	-97	-5	-7	6.2	9	14	7	0
COc1ccc(NC(=O)C(c2ccc(C)cc2)N(C)C(=O)CNC(C)=O)cc1 (stereo not drawn)	0.1	2	10	5	4	2.8	2	0	5	8
CCCNC(=O)C1(CC2CC(c3ccccc3)=NO2)CCNCC1 (stereo not drawn)	-0.2	4	1	-7	-15	0.5	3	-4	1	-2
COc1cscc1C(=O)O	-0.5	3	3	2	3	0.9	2	1	13	-1
CCOC(=O)Nc1ccc2c(c1)OCO2	0.1	0	-4	2	-5	3.3	6	3	-2	5
Cc1cccc(NC(=O)c2ccc3ccccc3n2)n1	-0.1	-13	4	-7	-5	5.6	-3	1	-8	-18
Cc1cccc(-c2noc(-c3c(C)noc3C)n2)c1	-0.4	-1	0	-2	4	0.1	-7	0	-4	7
COc1ccc(CNCCSc2nnnn2C)cc1OC	-0.1	4	0	8	-2	-0.5	3	-2	4	-1
